Source: PubChem
MazF activator: activators of E. coli MazEF toxin-antitoxin RNase, primary screen, biochemical, fluorescence, uHTS; AID 504720, 2011; Endoribonuclease toxin MazF (Escherichia coli (strain K12)), P0AE70; hit rate 0.32% among 350,000; FAM/BHQ RNA-DNA oligo cleavage fluorescence, 5 h; activation, % at 20 µM; in the data active means activation above about 50%
Target sequence (P0AE70 whole entry, looked up): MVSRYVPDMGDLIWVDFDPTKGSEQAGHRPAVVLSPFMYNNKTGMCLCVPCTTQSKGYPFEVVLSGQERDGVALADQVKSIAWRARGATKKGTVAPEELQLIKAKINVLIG
CCHFV vOTU inh: CCHFV vOTU protease inhibitors, primary screen, biochemical, Pep-AMC substrate, fluorescence; hit rate 0.55% among 370,000; Crimean-Congo hemorrhagic fever virus L polyprotein viral ovarian tumor (vOTU) protease …; inhibition, % at 11.5 µM; in the data active means inhibition above about 30%; further: 0% = vehicle wells with enzyme and 100% = no enzyme wells
Yp Topo-I inh: Yersinia pestis topoisomerase I inhibitors, primary screen, biochemical, cleavage product accumulation, plate reader, single point | DNA topoisomerase I (Yersinia pestis CO92) | activity, % at 10 µM | AID 504884, 2011 | hit rate 0.064% among 360,000 | Y. pestis Topo-I cleavage product accumulation; in the data active means activity above about 50%, passing the limit was not always enough; further: inactives centre near 2
SSB-PriA inh: inhibitors of Klebsiella pneumoniae PriA binding to SSB C-terminal tail, primary screen, biochemical, AlphaScreen. PriA–SSB C-terminal tail interaction (Klebsiella pneumoniae). AlphaScreen SSBct-PriA binding, biotinylated peptide. inhibition, % at 33 µM. hit rate 0.6% among 430,000; in the data active means inhibition mostly above about 37%, no sharp cut-off; inactive means mostly below about 20%;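 further: plate controls were negative control peptide for no effect and reference peptide for full effect; strong numbers were not always called active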
TcdB inh: TcdB glycohydrolase inhibitors, primary screen, biochemical, single point, plate reader; Toxin B (Clostridioides difficile), P18177; TcdB glycohydrolase enzymatic assay; inhibition, % at 9.99 µM; hit rate 0.24% among 350,000; AID 652162, 2013; in the data active means inhibition above about 10%
DUSP3 inh: VHR1 phosphatase inhibitors, primary screen, biochemical, absorbance, uHTS. recombinant VHR phosphatase, pNPP absorbance. inhibition, % at 13.3 µM. hit rate 0.52% among 290,000. Dual specificity protein phosphatase 3 (Homo sapiens), P51452; in the data active means inhibition above about 50%; further: some compounds called inactive have numbers as strong as hits
Target sequence (P51452 whole entry, looked up): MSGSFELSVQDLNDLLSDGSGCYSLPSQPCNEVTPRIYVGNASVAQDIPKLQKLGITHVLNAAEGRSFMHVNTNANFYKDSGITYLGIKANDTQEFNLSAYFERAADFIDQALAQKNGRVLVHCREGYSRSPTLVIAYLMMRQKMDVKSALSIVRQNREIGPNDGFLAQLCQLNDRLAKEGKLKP
BH1578 lux ind: inducers of Vibrio cholerae quorum light production without autoinducers, primary screen, BH1578 luxS cqsA deficient, single point; V. cholerae BH1578 lux reporter, luminescence, 6 h; activation, % at 18.7 µM; hit rate 0.16% among 350,000; AID 588436, 2011; in the data active means activation mostly above about 9.7%, no sharp cut-off; further: not every result past the cut was called active; inactives centre near 0; reference of the scale not given here
PrPC surface inh: inhibitors of human cell surface prion protein PrPC, primary screen, cell-based, TR-FRET. Major prion protein (Homo sapiens), P04156. TR-FRET read-out. inhibition, % at 13.8 µM. hit rate 0.43% among 370,000; in the data active means inhibition above about 24%; further: 0% = median of the test wells and 100% = reference compound wells
Rv3671c inh: Rv3671c serine protease inhibitors, primary screen, biochemical, fluorescence polarization, M. tuberculosis H37Rv; hit rate 0.048% among 320,000; P9WHR9; AID 2606, 2010; inhibition, % at 5.96 µM; in the data active means inhibition above about 38%;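 further: extracellular domain of Rv3671c used as enzyme; 0% = enzyme with DMSO and 100% = no enzyme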
Target sequence (P9WHR9 whole entry, looked up, the tested form may be a part): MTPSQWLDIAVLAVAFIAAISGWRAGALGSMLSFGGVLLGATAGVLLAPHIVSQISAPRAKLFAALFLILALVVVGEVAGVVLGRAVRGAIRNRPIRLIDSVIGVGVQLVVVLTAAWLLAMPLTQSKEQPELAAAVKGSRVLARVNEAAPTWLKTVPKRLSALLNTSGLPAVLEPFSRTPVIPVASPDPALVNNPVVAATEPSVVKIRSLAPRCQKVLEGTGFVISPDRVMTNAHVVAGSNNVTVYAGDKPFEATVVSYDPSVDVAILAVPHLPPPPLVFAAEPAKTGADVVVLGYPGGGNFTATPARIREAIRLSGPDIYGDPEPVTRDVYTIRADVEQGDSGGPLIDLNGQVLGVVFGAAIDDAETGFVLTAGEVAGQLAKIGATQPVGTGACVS
3CLpro inhibitor: SARS-CoV 3CLpro protease inhibitors, primary screen, biochemical, quenched FRET. Replicase polyprotein 1ab (Severe acute respiratory syndrome coronavirus), P0C6X7. recombinant SARS-CoV 3CLpro, quenched FRET peptide cleavage. inhibition, % at 6 µM. hit rate 0.14% among 290,000. AID 1706, 2009; in the data active means inhibition above about 12%
An asterisk follows results filed as active. Only part of the results is shown; rates above refer to the full screens.

What do the screens show for `CCOC(=O)c1ccc(NC(=O)NS(=O)(=O)c2ccc(C)cc2)cc1`?
MazF activator: 2; CCHFV vOTU inh: 7; Yp Topo-I inh: -5; SSB-PriA inh: 7; DUSP3 inh: 10; BH1578 lux ind: -0.3; PrPC surface inh: -4; Rv3671c inh: 6; 3CLpro inhibitor: -1

What do the screens show for `Cc1ccc(C)c2c1cc(C)c1nnc(SCC(=O)c3cccs3)n12`?
MazF activator: -4; CCHFV vOTU inh: 0; Yp Topo-I inh: 13; SSB-PriA inh: -12; DUSP3 inh: 21; BH1578 lux ind: -0.3; PrPC surface inh: -7; Rv3671c inh: 0; 3CLpro inhibitor: 4

Results for COc1ccc(-c2ccc(-c3nnc(Cc4ccc(OC)c(OC)c4)o3)cc2)cc1 ?
MazF activator: -14; CCHFV vOTU inh: -2; Yp Topo-I inh: 6; SSB-PriA inh: -9; DUSP3 inh: 10; BH1578 lux ind: 14; PrPC surface inh: -5; Rv3671c inh: -1; 3CLpro inhibitor: -2

What do the screens show for `CS(=O)(=O)N1CCC(C(=O)Nc2cc(C(F)(F)F)ccc2Cl)CC1`?
MazF activator: 2; CCHFV vOTU inh: 11; Yp Topo-I inh: -1; SSB-PriA inh: 1; DUSP3 inh: 18; BH1578 lux ind: -15; PrPC surface inh: -3; Rv3671c inh: -9; 3CLpro inhibitor: 2

How did C#CCOC(=O)C[N+](C)(C)CC#Cc1ccccc1 do in these assays?
MazF activator: 8; CCHFV vOTU inh: 3; Yp Topo-I inh: 3; SSB-PriA inh: -8; TcdB inh: 8.9; DUSP3 inh: 6; BH1578 lux ind: 0.7; PrPC surface inh: -3; Rv3671c inh: -13; 3CLpro inhibitor: 0

What do the screens show for `COc1ccc(N2CCN(C(=O)CCC(=O)N3CCOc4ccc(Cl)cc43)CC2)cc1`?
MazF activator: 6; CCHFV vOTU inh: 6; Yp Topo-I inh: 30; SSB-PriA inh: 13; TcdB inh: -0.4; DUSP3 inh: 25; BH1578 lux ind: -0.2; PrPC surface inh: 8; Rv3671c inh: 6; 3CLpro inhibitor: -3

How did Cc1cc(C)nc(-n2nc(C)cc2NC(=O)c2cccc(S(=O)(=O)N3CCOCC3)c2)n1 do in these assays?
MazF activator: 3; CCHFV vOTU inh: -3; Yp Topo-I inh: -5; SSB-PriA inh: -10; DUSP3 inh: 15; BH1578 lux ind: -0.3; PrPC surface inh: -9; 3CLpro inhibitor: -2

How did O=C(Cc1cn(Cc2cccc(Cl)c2)c2ccccc12)N1CCCC1 do in these assays?
MazF activator: -13; CCHFV vOTU inh: 7; Yp Topo-I inh: 28; SSB-PriA inh: -5; DUSP3 inh: -4; BH1578 lux ind: -0.4; PrPC surface inh: 10; Rv3671c inh: 4; 3CLpro inhibitor: 9

What do the screens show for `Cc1ccc(C(C(=O)NCc2ccc(F)cc2)N(C(=O)c2csnn2)C2CC2)cc1` (configuration not stated)?
MazF activator: 3; CCHFV vOTU inh: 12; Yp Topo-I inh: 6; SSB-PriA inh: 3; TcdB inh: -6.7; DUSP3 inh: 6; BH1578 lux ind: -4.0; PrPC surface inh: 5; Rv3671c inh: -2; 3CLpro inhibitor: 1

Results for CCOC(=O)c1c(C)[nH]c(C(=O)Cn2c(=O)oc3ccccc32)c1C ?
MazF activator: 11; CCHFV vOTU inh: 12; Yp Topo-I inh: -4; SSB-PriA inh: 2; DUSP3 inh: -10; BH1578 lux ind: -0.3; PrPC surface inh: -6; Rv3671c inh: 4; 3CLpro inhibitor: -2

What do the screens show for `CCNC(=S)NNC(=O)Nc1ccccc1`?
MazF activator: 2; Yp Topo-I inh: -3; SSB-PriA inh: -16; TcdB inh: 0.2; DUSP3 inh: 31; BH1578 lux ind: inactive; Rv3671c inh: -4; 3CLpro inhibitor: 4

What do the screens show for `COc1ccc(OC)c([N+](=O)[O-])c1C(N)=O`?
MazF activator: 3; CCHFV vOTU inh: 22; Yp Topo-I inh: 5; SSB-PriA inh: -4; TcdB inh: 2.1; DUSP3 inh: 22; BH1578 lux ind: -1.6; PrPC surface inh: -7; Rv3671c inh: 3; 3CLpro inhibitor: 3

How did Cc1ccc2c(c1)N(CCC(=O)NCCCOC(C)C)C(=O)C(C)O2 (configuration not stated) do in these assays?
MazF activator: 4; CCHFV vOTU inh: 2; Yp Topo-I inh: -12; SSB-PriA inh: -12; DUSP3 inh: 7; BH1578 lux ind: -0.7; PrPC surface inh: 2; Rv3671c inh: -3; 3CLpro inhibitor: 1

Results for Cc1cc(C(=O)N/N=C/C=C/c2ccccc2)n[nH]1 ?
MazF activator: -4; CCHFV vOTU inh: 10; Yp Topo-I inh: 0; SSB-PriA inh: inactive; TcdB inh: -0.4; DUSP3 inh: -4; BH1578 lux ind: inactive; PrPC surface inh: -7; Rv3671c inh: 3; 3CLpro inhibitor: 0

How did O=C(CN(C(=O)c1csnn1)c1ccc(Cl)cc1)NCCc1ccccc1 do in these assays?
MazF activator: 1; CCHFV vOTU inh: -11; Yp Topo-I inh: 13; SSB-PriA inh: 7; TcdB inh: 0.1; DUSP3 inh: 7; BH1578 lux ind: -0.6; PrPC surface inh: 6; Rv3671c inh: 5; 3CLpro inhibitor: -3

What do the screens show for `CC[C@@]1(C(=O)OC)N[C@H](CN(C)S(=O)(=O)c2ccccc2)[C@@H]2C(=O)N(C)C(=O)[C@@H]21`?
MazF activator: 6; CCHFV vOTU inh: -3; Yp Topo-I inh: 3; SSB-PriA inh: -10; TcdB inh: 0.6; BH1578 lux ind: inactive; PrPC surface inh: -6; Rv3671c inh: 2

How did Cc1cccc(-n2c(O)c(C=Nc3ccccc3N)c(=O)[nH]c2=O)c1 do in these assays?
MazF activator: 10; CCHFV vOTU inh: 4; Yp Topo-I inh: 3; SSB-PriA inh: -16; DUSP3 inh: 6; BH1578 lux ind: 3.1; PrPC surface inh: -2; Rv3671c inh: -4; 3CLpro inhibitor: -1

How did C=CCCN(C(CC(C)C)C(=O)OC)S(=O)(=O)c1ccccc1Br (configuration not stated) do in these assays?
MazF activator: 1; CCHFV vOTU inh: 5; Yp Topo-I inh: 41; SSB-PriA inh: -25; TcdB inh: 1.7; DUSP3 inh: 6; BH1578 lux ind: inactive; PrPC surface inh: 1; Rv3671c inh: -9

How did O=C(Nc1c2c(nn1-c1cccc(Cl)c1)CS(=O)C2)c1ccc2c(c1)OCO2 (configuration not stated) do in these assays?
MazF activator: 3; CCHFV vOTU inh: -5; Yp Topo-I inh: 7; SSB-PriA inh: -12; TcdB inh: -0.2; DUSP3 inh: 1; BH1578 lux ind: -0.2; PrPC surface inh: -2; Rv3671c inh: -3; 3CLpro inhibitor: 0

How did Cc1nn(-c2ccc(Cl)c(Cl)c2)c(C)c1C(=O)O do in these assays?
MazF activator: 1; CCHFV vOTU inh: 2; Yp Topo-I inh: -1; SSB-PriA inh: 0; TcdB inh: 1.9; DUSP3 inh: 26; BH1578 lux ind: -0.5; PrPC surface inh: -3; Rv3671c inh: -2; 3CLpro inhibitor: -1

An excerpt from above in order of heavy-atom count, descending:
How did Cc1cc(C)nc(-n2nc(C)cc2NC(=O)c2cccc(S(=O)(=O)N3CCOCC3)c2)n1 do in these assays?
MazF activator: 3; CCHFV vOTU inh: -3; Yp Topo-I inh: -5; SSB-PriA inh: -10; DUSP3 inh: 15; BH1578 lux ind: -0.3; PrPC surface inh: -9; 3CLpro inhibitor: -2

What do the screens show for `COc1ccc(N2CCN(C(=O)CCC(=O)N3CCOc4ccc(Cl)cc43)CC2)cc1`?
MazF activator: 6; CCHFV vOTU inh: 6; Yp Topo-I inh: 30; SSB-PriA inh: 13; TcdB inh: -0.4; DUSP3 inh: 25; BH1578 lux ind: -0.2; PrPC surface inh: 8; Rv3671c inh: 6; 3CLpro inhibitor: -3

What do the screens show for `Cc1ccc(C)c2c1cc(C)c1nnc(SCC(=O)c3cccs3)n12`?
MazF activator: -4; CCHFV vOTU inh: 0; Yp Topo-I inh: 13; SSB-PriA inh: -12; DUSP3 inh: 21; BH1578 lux ind: -0.3; PrPC surface inh: -7; Rv3671c inh: 0; 3CLpro inhibitor: 4

How did C=CCCN(C(CC(C)C)C(=O)OC)S(=O)(=O)c1ccccc1Br (configuration not stated) do in these assays?
MazF activator: 1; CCHFV vOTU inh: 5; Yp Topo-I inh: 41; SSB-PriA inh: -25; TcdB inh: 1.7; DUSP3 inh: 6; BH1578 lux ind: inactive; PrPC surface inh: 1; Rv3671c inh: -9

More entries follow.
How did COc1cccc(-c2nn(-c3ccccc3)cc2C(=O)NCC(=O)O)c1 do in these assays?
MazF activator: -5; CCHFV vOTU inh: 5; Yp Topo-I inh: 8; SSB-PriA inh: -3; DUSP3 inh: -2; BH1578 lux ind: -6.2; PrPC surface inh: 5; Rv3671c inh: 4; 3CLpro inhibitor: 0

What do the screens show for `CC(=O)NC(CC(=O)Oc1ccc(C)cc1Br)c1ccccc1` (configuration not stated)?
MazF activator: 10; CCHFV vOTU inh: -7; Yp Topo-I inh: -4; SSB-PriA inh: 2; TcdB inh: 1.0; DUSP3 inh: 18; BH1578 lux ind: inactive; PrPC surface inh: 7; 3CLpro inhibitor: 3

What do the screens show for `O=C(C1CCCO1)N1CCN(c2ccc(F)cc2)CC1` (configuration not stated)?
MazF activator: 0; CCHFV vOTU inh: -13; Yp Topo-I inh: 8; SSB-PriA inh: -1; DUSP3 inh: -10; BH1578 lux ind: inactive; PrPC surface inh: -3; Rv3671c inh: 7; 3CLpro inhibitor: -3

What do the screens show for `COc1ccc(CCNC(=O)c2nnc(CS(=O)(=O)c3ccccc3)o2)cc1OC`?
MazF activator: 6; CCHFV vOTU inh: -1; Yp Topo-I inh: 6; SSB-PriA inh: 1; TcdB inh: -0.2; DUSP3 inh: 25; BH1578 lux ind: -0.6; PrPC surface inh: 3; Rv3671c inh: -5; 3CLpro inhibitor: -5

Results for CCCC/C=C/c1cccc2nncn12 ?
CCHFV vOTU inh: 0; Yp Topo-I inh: 6; TcdB inh: 0.6; BH1578 lux ind: -0.8; PrPC surface inh: -4

What do the screens show for `Cc1ccc(NC(=O)COc2ccc(Cl)cc2Cl)cc1S(=O)(=O)N1CCOCC1`?
MazF activator: -3; CCHFV vOTU inh: -1; Yp Topo-I inh: 15; SSB-PriA inh: -9; TcdB inh: 2.5; BH1578 lux ind: -1.5; PrPC surface inh: 0

What do the screens show for `c1ccc(-n2cc(CNCCc3cscn3)c(-c3ccc4c(c3)OCO4)n2)cc1`?
MazF activator: 2; CCHFV vOTU inh: -7; Yp Topo-I inh: 5; SSB-PriA inh: 14; TcdB inh: 1.3; DUSP3 inh: 38; BH1578 lux ind: -0.4; PrPC surface inh: -15; Rv3671c inh: -3; 3CLpro inhibitor: 1

What do the screens show for `CC(=O)c1ccc(S(=O)(=O)Nc2ccc(C(=O)NCCCn3ccnc3)cc2)cc1`?
MazF activator: 5; CCHFV vOTU inh: 6; Yp Topo-I inh: 6; SSB-PriA inh: -2; TcdB inh: -4.7; BH1578 lux ind: inactive; PrPC surface inh: 6; Rv3671c inh: 1

How did CCN1CCCC1CNC(=O)c1cc(OC)c(OC)c(OC)c1 (configuration not stated) do in these assays?
MazF activator: 5; CCHFV vOTU inh: 0; Yp Topo-I inh: 5; SSB-PriA inh: 9; DUSP3 inh: 24; BH1578 lux ind: 3.2; PrPC surface inh: -2; Rv3671c inh: -1; 3CLpro inhibitor: 0
